PHOSPHO1 block – blocks human PHOSPHO1 phosphatase activity | Q8TCT1 | AID 1565 | inhibition, % at 13.3 µM | recombinant PHOSPHO1, absorbance phosphatase assay | actives 1.1% (n = 290,000); in the data active means inhibition above about 60%
Target sequence (Q8TCT1 whole entry, looked up): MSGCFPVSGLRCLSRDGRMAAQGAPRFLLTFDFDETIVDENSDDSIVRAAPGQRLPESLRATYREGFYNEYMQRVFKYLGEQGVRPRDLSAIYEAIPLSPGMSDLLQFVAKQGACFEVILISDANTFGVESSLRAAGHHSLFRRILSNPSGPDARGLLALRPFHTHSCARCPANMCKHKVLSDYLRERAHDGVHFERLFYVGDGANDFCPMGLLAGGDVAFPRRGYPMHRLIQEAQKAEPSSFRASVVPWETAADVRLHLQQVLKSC
DNA FID counter – counter-screen for HCV NS3 helicase inhibitors: DNA intercalator displacement | DNA fluorescent intercalator displacement, fluorescence | actives 0.17% (n = 290,000) | AID 1845 | inhibition, % at 7.9 µM; in the data active means inhibition above about 37%;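 further: 0% = vehicle and 100% = reference compound; higher means more ethidium bromide displaced from hairpin DNA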
MEKK2 mut-MEK5 – signal of MEK5 binding to mutant human MEKK2 PB1 domain; bead flow cytometry, Alexa488-MEK5 binding to MEKK2 mutant; percent response, % at 10 µM; actives 0.35% (n = 290,000); AID 1530; in the data active means percent response above about 24%, passing the limit was not always enough; further: inactives centre near 1; some results filed as inactive read as strong as hits; reference of the scale not given here
MEKK2 WT-MEK5 – raises or lowers MEK5 binding to wildtype human MEKK2 PB1 domain | Q9Y2U5 | actives 1.1% (n = 290,000) | binding response (% of control), % at 10 µM | bead flow cytometry, Alexa488-MEK5 binding to MEKK2 WT; actives lie on both sides; in the data active means binding response below about 67% or above about 130%
NALP1 yeast inh – inhibitors of NALP1 inflammasome in yeast. S. cerevisiae NALP1/ASC/caspase-1 growth, X-gal OD620, 72 h. inhibition, % at 10 µM. actives 0.61% (n = 280,000). AID 2071; in the data active means inhibition mostly above about 24%, no sharp cut-off; inactive means mostly below about 32%; further: some compounds called inactive have numbers as strong as hits
M18AAP inhibitor – PfM18AAP enzyme inhibition; AID 1822; inhibition, % at 7.35 µM; actives 1.2% (n = 290,000); recombinant PfM18AAP, H-Glu-NHMec fluorogenic cleavage;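 active means inhibition above the campaign mean inhibition over all tested compounds plus 3 SD, cut at about 28% in these data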;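 further: 0% = plate median of test compound wells and 100% = 2 mM ZnCl2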
OXTR ag – agonists of human oxytocin receptor. activation, % at 3 µM. actives 0.32% (n = 320,000). P30559. AID 2435. CHO-OTR cells, Fluo-8 calcium fluorescence; normalized: DMSO 0%, oxytocin 100%;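 active means activation above the mean of all tested compounds plus 3 SD, cutoff set per screening run, cut at about 20% in these data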;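 further: peak over basal fluorescence ratio from a 100 s FLIPR kinetic read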
Target sequence (P30559 whole entry, looked up): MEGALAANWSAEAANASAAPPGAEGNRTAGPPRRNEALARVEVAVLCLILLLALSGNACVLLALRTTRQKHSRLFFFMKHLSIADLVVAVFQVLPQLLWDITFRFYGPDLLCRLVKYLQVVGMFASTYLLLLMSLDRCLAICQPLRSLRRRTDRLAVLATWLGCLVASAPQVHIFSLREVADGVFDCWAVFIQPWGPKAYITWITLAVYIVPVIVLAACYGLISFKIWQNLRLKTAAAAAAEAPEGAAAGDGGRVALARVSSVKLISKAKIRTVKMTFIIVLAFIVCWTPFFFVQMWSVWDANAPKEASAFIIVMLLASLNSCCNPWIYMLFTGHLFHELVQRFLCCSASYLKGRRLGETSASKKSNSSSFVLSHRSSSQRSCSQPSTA
MEKK3 PB1 HTS – modulators (inhibitors or enhancers) of MEK5 binding to human MEKK3 PB1 domain. Q99759. bead-based flow cytometry, Alexa488-MEK5 binding to MEKK3; actives lie on both sides; 0 = blocked by unlabeled MEK5, 100 = vehicle. actives 1.4% (n = 290,000). binding response (% of control), % at 10 µM;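 active means binding response more than 3 SD above or below the average of its plate-row segment, actives on both sides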;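 further: Alexa488 bead fluorescence after subtracting the streptavidin-only scavenger bead signal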
GPR7 antagonist – human neuropeptides B/W receptor 1 antagonism; P48145; GPR7-expressing cells, fluorescence antagonist assay; inhibition, % at 4.4 µM; actives 1.1% (n = 290,000); AID 1861; in the data active means inhibition above about 16%, passing the limit was not always enough;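 further: cells stimulated with the agonist NPW; 0% = agonist with vehicle and 100% = vehicle without agonist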
Target sequence (P48145 whole entry, looked up): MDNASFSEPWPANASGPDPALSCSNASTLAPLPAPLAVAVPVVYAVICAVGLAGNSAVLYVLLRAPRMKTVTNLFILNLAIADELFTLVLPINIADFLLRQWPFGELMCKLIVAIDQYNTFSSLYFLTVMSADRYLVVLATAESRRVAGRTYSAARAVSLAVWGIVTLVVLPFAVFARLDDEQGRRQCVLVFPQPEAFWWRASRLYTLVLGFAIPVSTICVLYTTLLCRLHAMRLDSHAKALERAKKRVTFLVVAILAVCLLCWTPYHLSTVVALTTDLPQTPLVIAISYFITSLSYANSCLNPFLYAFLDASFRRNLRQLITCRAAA
Starred values were filed as active, the others as inactive; · = not tested or not shown.

SMILES	PHOSPHO1 block	DNA FID counter	MEKK2 mut-MEK5	MEKK2 WT-MEK5	NALP1 yeast inh	M18AAP inhibitor	OXTR ag	MEKK3 PB1 HTS	GPR7 antagonist
CCOC(=O)NC(=O)/C(C=Nc1ccc(Cl)c(Cl)c1Cl)=C(\C)O	7	-8	0	100	1	-4	-1.2	98	2
COc1ccccc1-n1c(CNC(=O)c2ccc(S(=O)(=O)N3CCOCC3)cc2)n[nH]c1=S	51	-8	7	110	1	9	0.0	109	-3
Cc1ccc(NC(=O)CN2CCC(NC(=O)C3CCCCC3)CC2)c(Br)c1	-5	-8	-2	95	36	-2	-0.7	96	-8
CCOCCCNc1ccc(-c2ccccc2)nn1	2	-5	5	108	11	-12	-0.2	105	10
CCOC(=O)c1sc(NC(=O)c2ccc(S(=O)(=O)N3CCCCC3)cc2)nc1-c1ccccc1	-2	1	1	105	25	-14	0.4	135*	-4
CC(=O)CCC1C2C(O)C(C(C)C)C(OC(=O)/C=C/c3ccccc3)CC12C (stereo not given)	13	·	4	99	-2	·	-2.3	107	·
O=C(O)COc1ccc(S(=O)(=O)N2CCCC2)cc1	·	7	5	108	-16	-4	0.5	103	-9
COc1ccc(-c2cn3cccnc3n2)cc1F	27	1	-1	106	7	-4	-0.4	103	-8
Cc1cccc(NC(=O)c2nc[nH]c2C(=O)NCC(=O)OC(C)(C)C)c1	6	·	3	74	·	·	-2.5	72	·
Cc1ccc(CNC(=O)C2CCN(S(=O)(=O)c3c(C)noc3C)CC2)cc1	-17	-6	2	108	10	-7	0.7	103	12
O=C(Nc1ccc(Cl)cc1C(=O)N1CCCC1)c1cccc([N+](=O)[O-])c1	23	4	5	102	-13	-7	-0.5	100	2
CC(C)c1ccc(CN(C)CC(O)c2ccccc2)cc1 (stereo not given)	28	11	-6	98	10	1	2.5	98	-4
COc1ccc(CN(C(=O)Cc2c[nH]c3ccccc23)C(C(=O)NC2CCCCC2)c2ccc(C)o2)cc1 (stereo not given)	24	89*	-4	87	38	4	-0.8	99	-22
CCCC(=O)Nc1ccc2oc(-c3cccnc3)nc2c1	10	-8	5	110	44	1	0.5	112	7
COc1cccc(CC(=O)N2CCCC(CCC(=O)N3CCN(c4ccccn4)CC3)C2)c1 (stereo not given)	53	-51	-13	84	-7	-14	-0.6	108	-4
CC(Oc1ccc(F)cc1)C(=O)Nc1cccc(-c2nn[nH]n2)c1 (stereo not given)	·	-19	5	102	2	19	-0.2	96	-6
Cc1nn(-c2ccccc2)c(Cl)c1/C=N/NC(=O)CNC(=O)c1ccccc1Cl	-2	-19	13	105	20	0	-1.3	98	-7
COc1ccc(-c2ccc(C(c3c(C)[nH][nH]c3=O)c3c(C)[nH][nH]c3=O)o2)c([N+](=O)[O-])c1	10	0	-2	90	0	16	·	87	-3
CC1(c2nnc(-c3ccc(Cl)cc3)o2)CC(c2c(Cl)cccc2Cl)=NO1 (stereo not given)	30	·	4	105	·	·	-1.0	105	·
COc1ccc([C@@H]2C[C@@H](c3ccccc3)Oc3cc(OC)c(OC)c(OC)c32)cc1	30	·	-1	97	·	·	·	94	·
COc1ccc(OC)c(NC(=O)c2cnn(-c3ccccc3)c2C)c1	24	-28	9	109	32	-4	-1.4	109	-9
CCOC(=O)c1nnn(-c2ccccc2)c1C	19	-4	1	98	15	1	-0.2	97	-3
CSc1n[nH]c(=O)n1-c1ccc(Cl)cc1	12	-2	3	104	14	-5	0.1	103	-6
CCOC(=O)N(Cc1ccccc1)C(C(=O)O)C(C(=O)O)N(Cc1ccccc1)C(=O)OCC (stereo not given)	-8	-36	-4	96	-27	-3	0.1	92	-2
Cc1cc2c(ncn2C)c(NS(=O)(=O)c2ccc(Cl)cc2)c1C	28	-23	-10	102	8	0	0.3	104	5
NC(=O)COC(=O)c1sc2ccccc2c1Cl	36	-3	4	103	6	-4	0.3	103	-8
CCN(CC)Cc1csc2ccc(Br)cc12	31	3	-1	99	39	4	0.1	97	4
CC(=O)Nc1ccc(NC(=O)Cn2c(=O)n(-c3ccccc3)c(=O)c3oc4ccccc4c32)cc1	-10	-7	-1	97	1	2	0.0	106	-12
COc1cccc(C(=O)Nc2ccc(-n3nncc3C(C)(C)C)cc2)c1	-5	-18	-1	98	-6	8	1.8	103	0
CCOC(=O)N1CCN(C(=O)C(=O)N/N=C/c2ccc(OC)cc2OC)CC1	-1	-26	-1	104	-17	-8	-0.6	98	-15

4 entries picked at random from those above:
SMILES	PHOSPHO1 block	DNA FID counter	MEKK2 mut-MEK5	MEKK2 WT-MEK5	NALP1 yeast inh	M18AAP inhibitor	OXTR ag	MEKK3 PB1 HTS	GPR7 antagonist
COc1cccc(C(=O)Nc2ccc(-n3nncc3C(C)(C)C)cc2)c1	-5	-18	-1	98	-6	8	1.8	103	0
COc1ccc(-c2ccc(C(c3c(C)[nH][nH]c3=O)c3c(C)[nH][nH]c3=O)o2)c([N+](=O)[O-])c1	10	0	-2	90	0	16	·	87	-3
CCOC(=O)N1CCN(C(=O)C(=O)N/N=C/c2ccc(OC)cc2OC)CC1	-1	-26	-1	104	-17	-8	-0.6	98	-15
NC(=O)COC(=O)c1sc2ccccc2c1Cl	36	-3	4	103	6	-4	0.3	103	-8

(next part)
SMILES	PHOSPHO1 block	DNA FID counter	MEKK2 mut-MEK5	MEKK2 WT-MEK5	NALP1 yeast inh	M18AAP inhibitor	OXTR ag	MEKK3 PB1 HTS	GPR7 antagonist
Cc1ccc(-c2nc(NCc3ccco3)n(S(C)(=O)=O)n2)cc1	-5	-12	-1	97	-3	6	1.5	99	-8
CC1=CC(C)(C)Nc2ccc(OC(=O)CN3C(=O)CCC3=O)cc21	10	-1	3	102	8	2	0.8	108	5
COc1ccc(OC)c(NC(=O)C2CCCN(S(=O)(=O)c3c(C)noc3C)C2)c1 (stereo not given)	4	-26	7	103	10	-2	-0.6	101	-9
CN(C)CCCOc1ccc2c(c1)Sc1ccccc1CC2=O	6	32	0	109	15	1	3.7	96	5
O=C(NCc1cccnc1)c1cccc2c1C(=O)N(Cc1cccnc1)C2	6	-3	-2	95	25	-1	0.0	98	-10
Cc1[nH]c(=O)[nH]c(=O)c1S(=O)(=O)Nc1ccc(Br)cc1F	48	0	14	108	8	2	·	109	-21
Cc1ccc(NC(=O)C(C)OC(=O)/C=C/c2ccccc2)cc1 (stereo not given)	13	-22	3	99	2	-6	-2.2	98	11
Cc1ccc(S(=O)(=O)/N=c2\ccc(Cl)cn2C(F)F)cc1	8	-6	-7	90	38*	3	-0.8	97	-10
O=C(CCc1nnc(Cc2cccc(C(F)(F)F)c2)o1)NCCc1ccccc1F	30	-29	3	102	14	-8	-1.7	101	-12
CCC(C)[C@H](NC(=O)C1CCC(CNC(=O)[C@@H]2CCCN2C(=O)OC(C)(C)C)CC1)C(=O)O (stereo not given in full)	40	-28	2	99	18	5	·	103	-12
CCOc1ccc(S(=O)(=O)NCc2ccccn2)cc1NC(=O)c1ccccc1F	-1	-21	-3	99	-30	7	1.3	104	7
O=C(CSc1c2c(nc3cc(Cl)ccc13)CCCC2)NCCCN1CCOCC1	-14	14	-8	85	-16	1	-0.1	89	6
O=C1c2ccc([N+](=O)[O-])cc2C(=O)N1CNc1ccccn1	-10	-1	1	101	-18	4	-1.0	101	-24
O=C(Nc1nccs1)C1CCN(S(=O)(=O)c2ccccc2)CC1	-14	-5	1	104	15	2	0.9	104	13
O=S(=O)(NCCOCCNS(=O)(=O)c1ccccc1)c1ccccc1	-7	-2	·	·	-2	-1	0.9	·	-1

Entries of single compounds as entered above. Values in the order: PHOSPHO1 block, DNA FID counter, MEKK2 mut-MEK5, MEKK2 WT-MEK5, NALP1 yeast inh, M18AAP inhibitor, OXTR ag, MEKK3 PB1 HTS, GPR7 antagonist
O=C(Nc1nccs1)C1CCN(S(=O)(=O)c2ccccc2)CC1 across the screens: -14, -5, 1, 104, 15, 2, 0.9, 104, 13
Cc1[nH]c(=O)[nH]c(=O)c1S(=O)(=O)Nc1ccc(Br)cc1F across the screens: 48, 0, 14, 108, 8, 2, ·, 109, -21
O=C(CSc1c2c(nc3cc(Cl)ccc13)CCCC2)NCCCN1CCOCC1 across the screens: -14, 14, -8, 85, -16, 1, -0.1, 89, 6
Cc1ccc(NC(=O)C(C)OC(=O)/C=C/c2ccccc2)cc1 (stereo not given) across the screens: 13, -22, 3, 99, 2, -6, -2.2, 98, 11
COc1ccc(OC)c(NC(=O)C2CCCN(S(=O)(=O)c3c(C)noc3C)C2)c1 (stereo not given) across the screens: 4, -26, 7, 103, 10, -2, -0.6, 101, -9

Other records follow:
SMILES	PHOSPHO1 block	DNA FID counter	MEKK2 mut-MEK5	MEKK2 WT-MEK5	NALP1 yeast inh	M18AAP inhibitor	OXTR ag	MEKK3 PB1 HTS	GPR7 antagonist
FC(F)(F)c1ccnc(Sc2n[nH]c(C(F)(F)F)n2)c1	33	5	5	109	11	-7	0.2	101	-11
Cc1ccc(C(=O)OC2CCN(c3ccc([N+](=O)[O-])cc3)CC2)cc1	-7	4	-2	97	-10	-2	0.0	101	-13
Cc1ccc(-c2csc3nc(SCC(=O)N(C)C)n(Cc4ccccc4)c(=O)c23)cc1	4	-7	3	94	30	-6	-0.8	106	-2
Fc1ccccc1/C=N/Nc1nc(N2CCCCC2)nc(N2CCCCC2)n1	-10	-9	-17	81	-5	-12	-2.3	88	-12
Cc1ccc(C(=O)Nc2cccc(C(F)(F)F)c2)cc1Nc1ncnc2nc[nH]c12	22	·	3	102	·	·	-1.0	103	·
Cn1c(O)c(N=NC(=O)CNC(=O)c2ccccc2)c2cc(Br)ccc21	32	-24	5	107	-1	0	-2.4	104	-3
COCCNC(=O)C1CC(c2cccc(OC)c2)=NO1 (stereo not given)	8	-1	2	99	-19	1	1.5	95	13
COc1ccc(Nc2nc(N)nc(CSc3nncn3C)n2)cc1	0	2	-2	98	0	2	0.5	99	3
CNC(=O)c1cc(C(=O)c2ccccc2Br)c[nH]1	41	-7	0	97	-25	-20	2.8	99	-7
Cc1ccccc1Oc1ncnc2oc(-c3ccccc3)cc12	-4	-10	1	102	25	-3	-2.1	108	29*
CCCCn1c(C23CC4CC(CC(C4)C2)C3)n[nH]c1=S	9	-37	5	105	-2	5	-1.9	102	-10
COc1ccc2[nH]c(C)c(CCN3C(=O)OC(C)(C)C3(C)O)c2c1 (stereo not given)	-10	-4	0	105	31	-9	-0.9	99	-12
Cc1c(C(=O)N/N=C/c2ccccn2)nnn1-c1nonc1N	32	-4	1	99	14	-4	-0.1	99	4
CCc1cc(C)cc(OCCNC(=O)c2ncn[nH]2)c1	3	-4	2	98	5	4	0.6	100	-12
Nc1sccc1C(=O)c1ccc(Cl)cc1	3	-5	-11	79	4	-1	·	101	14
CCCOC1CCCN(C(=O)c2cc(COc3ccc(F)c(F)c3)on2)C1 (stereo not given)	6	-31	-5	100	-13	4	3.6	98	9

Entries listed so far that contain a tert-butyl group:
SMILES	PHOSPHO1 block	DNA FID counter	MEKK2 mut-MEK5	MEKK2 WT-MEK5	NALP1 yeast inh	M18AAP inhibitor	OXTR ag	MEKK3 PB1 HTS	GPR7 antagonist
Cc1cccc(NC(=O)c2nc[nH]c2C(=O)NCC(=O)OC(C)(C)C)c1	6	·	3	74	·	·	-2.5	72	·
COc1cccc(C(=O)Nc2ccc(-n3nncc3C(C)(C)C)cc2)c1	-5	-18	-1	98	-6	8	1.8	103	0
CCC(C)[C@H](NC(=O)C1CCC(CNC(=O)[C@@H]2CCCN2C(=O)OC(C)(C)C)CC1)C(=O)O (stereo not given in full)	40	-28	2	99	18	5	·	103	-12
